Growth percent in the NCI-60 one-dose screen (48 h, 10 µM unless noted): 100 = growth as untreated, 0 = no growth, -100 = all killed.
M14 = M14 melanoma | hit rate 6.2% among 80,000 | AID 1794745
EKVX = EKVX NSCLC. hit rate 3% among 71,000. AID 1794765
A549/ATCC = A549/ATCC NSCLC; AID 1794740; hit rate 3.7% among 81,000
MOLT-4 = MOLT-4 leukemia cells. hit rate 6.9% among 80,000. AID 1794779
HOP-62 = HOP-62 NSCLC. hit rate 3.9% among 80,000
HOP-92 = HOP-92 NSCLC cells | AID 1794738 | hit rate 6.3% among 71,000
RPMI-8226 = RPMI-8226 leukemia cells; hit rate 7.5% among 77,000
CCRF-CEM = CCRF-CEM leukemia; hit rate 7% among 77,000; AID 1794778
Active calls of the source: *; · = no result given; & = joins results of further samples. The calls were made as follows: active = growth percent below 10; inactive = the rest.

SMILES	M14	EKVX	A549/ATCC	MOLT-4	HOP-62	HOP-92	RPMI-8226	CCRF-CEM
CCOC(=O)c1ccc2c(c1)nc(-c1ccc(Cl)cc1)n2-c1cc(C(C)(C)C)[nH]n1	9.4*	48	40	9.7*	39	·	76	22
CCCCn1c2cc(OCc3cn(-c4ccc(Cl)cc4)nn3)ccc2c2ccnc(C)c21	41	44	42	6.3*	41	37	-34*	31
CN1C(=O)C=C(N)C1=O	104	·	·	98	103	107	103	·
Nc1nc(N)c(Br)c(=O)[nH]1	100&105&98	99&100&111	89&102&100	98&104&93	88&104	94&91&101	97&111&104	102&115&99
NC(=O)c1cc(O)c(Br)c(O)c1	101	90	103	106	119	·	111	103
O=c1c2ccccc2nc(SCc2n[nH]c(=S)n2-c2ccccc2)n1CCc1ccccc1	102	69	98	·	·	76	·	72
COc1ccc2nc3ccc(OC)cc3c(SCCCN)c2c1	81	87	80	-5.2*	80	44	-23*	11
COc1ccc(-c2nc(SCC(C)C)nc(N/N=C(/C)c3ccc(C)cc3)c2C#N)cc1	118	98	89	76	74	84	97	102
O=C1C(N2CCOCC2)=Cc2cccc3cccc1c23	104	61	89	18	89	·	105	102
CC(=O)Nc1ncc(Cc2cc(Cl)ccc2Cl)s1	92	93	87	95	101	77	94	92
COc1ccc(C(=O)/C=C/c2ccc3c(c2)Cc2ccccc2-3)cc1S(N)(=O)=O	109	102	93	120	114	119	98	107
O=C1NC(=O)C2(CCCc3ccc([N+](=O)[O-])cc32)N1 (configuration not stated)	104	·	106	102	97	·	105	103
Clc1nc2ccc(Br)cc2cc1-c1nc2ccccc2[nH]1	105	50	17	47	81	71	70	73
O=C(CCC(=O)N(CCO)CCO)N(CCO)CCO	99	·	105	91	102	·	101	·
COC(=O)C12C3C(=O)N(c4ccccc4)C(=O)C3C(c3cn(-c4ccccc4)nc3C)N1[C@H](c1cn(-c3ccccc3)nc1C)[C@@H]1C(=O)N(c3ccccc3)C(=O)[C@@H]12 (some centres not stated)	101	·	93	95	106	94	101	101
CC(CCC(=O)O)C1CCC2C3CCC4CC(O)CCC4(C)C3CC(O)C12C (configuration not stated)	114	101	99	101	97	91	·	54
COc1ccc(C(C#N)(CCC#N)CCC#N)cc1OC	111	115	111	95	114	91	101	87
Cn1c(/C(C#N)=C/c2c(Cl)cncc2Cl)nc2ccccc21	89	75	70	68	137	77	76	64
COc1cc(/C=C2\C=C(c3ccccc3)N(CCc3ccccc3)C2=O)cc(OC)c1OC	74	69	70	95	62	41	83	100
COc1ccc(-c2nn(-c3cccc(Cl)c3)cc2C2CC(c3cccs3)=NN2C(C)=O)cc1 (configuration not stated)	118	79	99	89	107	·	88	91
O=C1NC(=NC(=O)c2ccccc2)S/C1=C/c1cccs1	94	94	100	98	105	75	107	103
C(=N\N=C\c1c[nH]c2ccccc12)/c1c[nH]c2ccccc12	95&114	85	106&93	50&42	100&102	91&91	79&85	27&28
O=C(NNC(=O)c1ccc2ccccc2c1)c1ccc(Cl)c(Cl)c1	105	116	99	109	101	86	·	109
Cc1ccc(NC(=O)NNC(=O)CSC2CCc3ccccc32)c(C)c1 (configuration not stated)	93	·	100	97	85	95	92	94
CC(=O)C[n+]1cc2ccccc2c2ccccc21	111	101	96	110	111	89	102	100
Cc1ccc(C(F)(F)F)cc1N1CCN(C(=O)[C@@H]2C[C@@H]2c2ccc(C(F)(F)F)nc2)CC1	93	95	85	81	112	80	76	97
CCCCn1c(=O)c(/C=C/C(=O)/C=C/c2ccc3c(c2)OCO3)cc2ccc(Cl)cc21	104	105	82	123	109	100	103	102
CCOC(=O)CCn1cnc(N)n1	103	100	96	98	93	98	101	105
Cc1ccc(NCN2C(=O)c3ccccc3C2=O)c(C)n1	98	106	107	104	110	102	105	·
Cc1ccc2nc(SCc3cc(=O)oc4ccc(C)cc34)[nH]c2c1	100	96	95	102	103	91	95	103
C/C(=N/N)c1ccc([N+](=O)[O-])cc1	107	105	95	111	112	105	98	104
O=C(Nc1ccc2cc3ccc(NC(=O)NC4CCCCC4)cc3nc2c1)NC1CCCCC1	90	95	101	9.5*	89	100	86	25
CC1=Nc2cc(C)c(C)cc2NC(=O)C1	118	125	94	120	98	·	81	100
Cc1cc(OCC(=O)O)ccc1Cl	100	102	67	105	81	96	94	61
CN(C)CCc1c[nH]c2ccc(Cn3cncn3)cc12	108	102	101	103	108	·	112	110
CC[N+](C)(CC)CCOc1ccc(OCC[N+](C)(CC)CC)c2c1C(=O)c1ccccc1C2=O	100	106	81	108	90	95	94	101
CO[C@H]1CC[C@@]2(C)C(=CC[C@H]3[C@@H]4CC[C@H]([C@H](C)CCCC(C)C)[C@@]4(C)CC[C@@H]32)C1	103	·	96	94	92	116	98	85
COc1ccc2cc(CCO)ccc2c1	104	92	100	100	86	81	103	102
CCC[n+]1ccc(SCC(=O)n2ccc3ccccc32)c2ccccc21	104	92	105	88	99	91	74	97
O=C(O)c1cccc2c1-c1ccccc1C(Br)C2Br (configuration not stated)	113	99	98	104	111	·	112	102

A different layout for 5 compounds above.
mol | M14 | EKVX | A549/ATCC | MOLT-4 | HOP-62 | HOP-92 | RPMI-8226 | CCRF-CEM
CN(C)CCc1c[nH]c2ccc(Cn3cncn3)cc12 | 108 | 102 | 101 | 103 | 108 | · | 112 | 110
CC[N+](C)(CC)CCOc1ccc(OCC[N+](C)(CC)CC)c2c1C(=O)c1ccccc1C2=O | 100 | 106 | 81 | 108 | 90 | 95 | 94 | 101
CO[C@H]1CC[C@@]2(C)C(=CC[C@H]3[C@@H]4CC[C@H]([C@H](C)CCCC(C)C)[C@@]4(C)CC[C@@H]32)C1 | 103 | · | 96 | 94 | 92 | 116 | 98 | 85
COc1ccc2cc(CCO)ccc2c1 | 104 | 92 | 100 | 100 | 86 | 81 | 103 | 102
CCC[n+]1ccc(SCC(=O)n2ccc3ccccc32)c2ccccc21 | 104 | 92 | 105 | 88 | 99 | 91 | 74 | 97

Compound profiles, as listed above:
CC1=Nc2cc(C)c(C)cc2NC(=O)C1 reads M14 = 118; EKVX = 125; A549/ATCC = 94; MOLT-4 = 120; HOP-62 = 98; HOP-92 = ·; RPMI-8226 = 81; CCRF-CEM = 100
Cc1cc(OCC(=O)O)ccc1Cl reads M14 = 100; EKVX = 102; A549/ATCC = 67; MOLT-4 = 105; HOP-62 = 81; HOP-92 = 96; RPMI-8226 = 94; CCRF-CEM = 61
C/C(=N/N)c1ccc([N+](=O)[O-])cc1 reads M14 = 107; EKVX = 105; A549/ATCC = 95; MOLT-4 = 111; HOP-62 = 112; HOP-92 = 105; RPMI-8226 = 98; CCRF-CEM = 104

Next compounds:
SMILES	M14	EKVX	A549/ATCC	MOLT-4	HOP-62	HOP-92	RPMI-8226	CCRF-CEM
COC(=O)c1ccc(NC(=S)N2CCc3ccc([N+](=O)[O-])cc3C2)cc1O	102	99	106	92	91	100	101	95
Cn1c(=O)c2[nH]c(CN3CCCCC3)nc2n(C)c1=O	92	106	83	104	104	92	107	109
Cc1ccc(-c2cc(C=C3C(=O)NC(=O)NC3=O)nn2-c2ccccc2)cc1	64	99	101	104	99	94	100	99
CCN(Cc1ccc(S(=O)(=O)O)cc1)c1cccc(C)c1	95	108	95	95	91	·	·	·
O=C1OCC/C1=C\NCCCCCCCCN/C=C1\CCOC1=O	111	98	96	99	105	·	97	96
NC(=O)CC[n+]1ccc(C(=O)O)cc1	97	92	97	84	99	81	108	74
C#CC[C@@H]1C[C@]2(C)[C@H]3CC[C@@H]4[C@H]5C(C(=C)C)CC[C@]5(C(=O)NCCCCCCCCN)CC[C@@]4(C)[C@]3(C)CC[C@H]2C(C)(C)[C@H]1OC(C)=O (some centres not stated)	102	103	93	5.5*	103	71	0.1*	-8.2*
O=C1N=c2cc3c(cc2=C/C1=C/c1sc(=S)n(CCc2ccc(O)cc2)c1O)OCO3	97	92	101	15	93	94	63	39
C=C1SC(=Nc2cccc(OC)c2)N(c2nc(Cl)nc(Cl)n2)C1(C)C	112	·	101	100	118	111	104	103
Cc1cccc(C(=O)O)n1	108	94	102	94	106	6.9*	-8.6*	146
Cc1ccccc1C(=O)Oc1ccc(Br)cc1	108	89	88	86	94	93	99	102
CC1=C(C(=O)/C=C/c2ccccc2O)C(c2ccccc2)NC(=S)N1 (configuration not stated)	97	94	105	100	103	98	101	101
S=c1nc2oc(-c3ccccc3)c(-c3ccccc3)c2c(/N=C\c2ccc(Cl)cc2)[nH]1	106	96	94	82	86	79	91	104
COC(=O)[C@]1(CCSC)N[C@H](c2cn(-c3ccccc3)nc2-c2ccccc2)[C@@H]2C(=O)N(c3ccc(C)cc3)C(=O)[C@@H]21	104	104	94	·	108	·	·	·
O=C(O)/C=C/C(=O)Nc1ccccc1[N+](=O)[O-]	104	·	·	100	114	·	100	·
NC(=O)OCCOCCOC(N)=O	105	98	101	96	95	85	111	110
c1ccc(CC[n+]2ccc3ccccc3c2)cc1	91	90	81	89	92	90	92	95
Cc1c(COc2ccc(-c3cnco3)cc2)c(C)c(COc2ccc(-c3cnco3)cc2)c(C)c1COc1ccc(-c2cnco2)cc1	100	88	87	93	105	·	84	94
O=c1oc2c3ccccc3nn2c2ccccc12	98	102	105	99	98	104	116	101
O=C(CSc1nc2ccccc2c(=O)n1CCc1ccccc1)Oc1ccc(Cl)cc1	108	72	100	·	92	·	·	·

Some values from the entries so far:
M14 with COC(=O)[C@]1(CCSC)N[C@H](c2cn(-c3ccccc3)nc2-c2ccccc2)[C@@H]2C(=O)N(c3ccc(C)cc3)C(=O)[C@@H]21 is entered as 104
A549/ATCC with Cc1ccccc1C(=O)Oc1ccc(Br)cc1 is entered as 88

Further records follow.
SMILES	M14	EKVX	A549/ATCC	MOLT-4	HOP-62	HOP-92	RPMI-8226	CCRF-CEM
COc1ccc(-c2nc3sccn3c2/C=C\c2cc(OC)c(OC)c(OC)c2)cc1	71	91	73	40	90	·	·	70
Clc1ccccc1/C=N\N=C(N/N=C\c1ccccc1Cl)N/N=C/c1ccccc1Cl	89	66	91	85	107	·	55	80
Cc1c(C(=O)C(SC(=S)N2CCN(C)CC2)SC(=S)N2CCN(C)CC2)nnn1-c1ccc([N+](=O)[O-])cc1	97	109	93	92	95	88	89	74
Cc1ccc(C(C)C)c2c1CCC2C (configuration not stated)	93	96	96	92	106	85	99	90
CN1CCN(Cc2ccc(NC(=O)c3ccc(C(C)(C)C)c(C#Cc4cnc5cccnn45)c3)cc2C(F)(F)F)CC1	-69*	-33*	-77*	-57*	-73*	24	·	-37*
N#Cc1c(N)nc(N)nc1Nc1ccc(Br)cc1	163	44	78	76	119	92	97	61
C=C1C(=O)O[C@H]2[C@H]1CC/C(COC(=O)/C=C\C(=O)NCc1ccc(Cn3c(=O)sn(CCCCC)c3=O)cc1)=C\CC[C@@]1(C)O[C@@H]21	44	98	98	18	104	90	8.9*	4.6*
Cc1c(C(=O)NO)sc2ncnc(Nc3ccc(NC(=S)Nc4ccccc4)cc3)c12	104	94	101	111	101	115	·	·
O=C(Nc1ccc(Cl)cc1)Oc1ccc(Cl)cc1C(=O)c1ccccc1	106	·	90	88	·	·	77	·
CC(C)(C)C(S)CS (configuration not stated)	105	·	103	87	96	·	104	106
COc1c(C(NC(=O)c2ccccc2)c2sccc2C)cc(Cl)c2cccnc12 (configuration not stated)	103	100	76	86	88	104	89	84
CCCCC(CO)ON=C(C)C (configuration not stated)	102	·	94	97	123	86	102	93
Fc1ccc(C2CC(c3ccccc3Cl)=NN2c2ccc(-c3ccccc3)nn2)cc1 (configuration not stated)	77	78	78	57	84	80	64	82
C=C(C)CN(C#N)CC(=C)C	93	103	99	102	94	95	100	106
CN(C)CCOc1cccc(-c2nc3sccn3c2-c2ccnc(S(C)(=O)=O)n2)c1	105	99	98	100	79	54	95	·
CCCCNc1nnc(C(=O)c2c[nH]c3ccccc23)o1	105	113	100	108	84	105	104	107

3 structures already listed, sorted by molecular weight, largest number first.
SMILES	M14	EKVX	A549/ATCC	MOLT-4	HOP-62	HOP-92	RPMI-8226	CCRF-CEM
CN(C)CCOc1cccc(-c2nc3sccn3c2-c2ccnc(S(C)(=O)=O)n2)c1	105	99	98	100	79	54	95	·
Fc1ccc(C2CC(c3ccccc3Cl)=NN2c2ccc(-c3ccccc3)nn2)cc1 (configuration not stated)	77	78	78	57	84	80	64	82
COc1c(C(NC(=O)c2ccccc2)c2sccc2C)cc(Cl)c2cccnc12 (configuration not stated)	103	100	76	86	88	104	89	84
